BAP1 block = inhibitors of human BAP1 deubiquitinase. Q92560. recombinant BAP1, Ub-AMC hydrolysis fluorescence kinetic; active compounds read low. activity remaining (% of control), % at 20 µM. 72,000 compounds, 0.48% hits;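 active = activity remaining at or below 50% of control, provided the compound also passes the data quality filters; inactive = the rest, including low values that fail the filters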;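 also: 100% = DMSO wells rate and 0% = substrate alone blank rate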
Target sequence (Q92560 whole entry, looked up): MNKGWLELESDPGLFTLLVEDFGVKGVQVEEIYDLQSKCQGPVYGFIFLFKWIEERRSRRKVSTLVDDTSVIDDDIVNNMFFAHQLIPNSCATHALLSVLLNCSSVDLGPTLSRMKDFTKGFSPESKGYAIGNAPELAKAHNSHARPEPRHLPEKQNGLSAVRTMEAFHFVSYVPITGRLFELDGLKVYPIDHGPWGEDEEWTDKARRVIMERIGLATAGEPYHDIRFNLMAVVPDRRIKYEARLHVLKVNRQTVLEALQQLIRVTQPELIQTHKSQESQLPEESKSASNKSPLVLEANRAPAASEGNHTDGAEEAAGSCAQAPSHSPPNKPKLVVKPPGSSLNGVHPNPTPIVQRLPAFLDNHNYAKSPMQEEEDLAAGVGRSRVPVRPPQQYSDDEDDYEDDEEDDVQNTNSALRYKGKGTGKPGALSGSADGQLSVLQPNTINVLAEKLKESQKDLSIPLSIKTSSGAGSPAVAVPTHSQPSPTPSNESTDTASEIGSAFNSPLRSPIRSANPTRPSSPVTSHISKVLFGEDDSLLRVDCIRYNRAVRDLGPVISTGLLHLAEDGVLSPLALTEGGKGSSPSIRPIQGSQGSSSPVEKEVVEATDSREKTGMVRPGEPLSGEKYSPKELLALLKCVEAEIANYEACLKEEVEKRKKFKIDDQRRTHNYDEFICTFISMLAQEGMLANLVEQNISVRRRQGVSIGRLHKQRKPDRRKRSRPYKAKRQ
HePTP inhibitor = human HePTP phosphatase inhibition | P35236 | inhibition, % at 20 µM | AID 521 | 110,000 compounds, 0.64% hits | recombinant HePTP phosphatase activity, OD absorbance; in the data active = inhibition above about 50%;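 also: plate controls were vehicle for no effect and reference inhibitor for full effect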
Target sequence (P35236 whole entry, looked up): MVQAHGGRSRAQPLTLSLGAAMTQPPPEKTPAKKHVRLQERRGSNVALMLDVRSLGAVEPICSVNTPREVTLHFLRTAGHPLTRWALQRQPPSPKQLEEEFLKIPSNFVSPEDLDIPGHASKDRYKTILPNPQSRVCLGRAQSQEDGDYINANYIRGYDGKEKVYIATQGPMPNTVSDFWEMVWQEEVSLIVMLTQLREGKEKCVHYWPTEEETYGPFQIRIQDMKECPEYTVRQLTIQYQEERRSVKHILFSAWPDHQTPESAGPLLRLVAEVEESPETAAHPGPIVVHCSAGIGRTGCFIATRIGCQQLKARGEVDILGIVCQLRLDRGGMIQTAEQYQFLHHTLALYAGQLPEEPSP
An asterisk follows results filed as active; . = no result given; & = joins results of further samples.

item	structure	BAP1 block	HePTP inhibitor
1	COc1cc(OC)c(C2C(C#N)=C(N)OC3=C2C(=O)CC(C)(C)C3)cc1OC (stereo not drawn)	106	-8
2	O=c1c2c([nH]c3ccccc13)CCCCCC2	64	9
3	Cc1cc(CN2CCOCC2)c(O)c(C2(C)CCCCC2)c1	126	-5
4	Cc1cccc(NCC(O)Cn2c3ccccc3c3ccccc32)c1C (stereo not drawn)	.	6
5	O=S(=O)(Nc1cccc(I)c1)c1ccc(Cl)cc1	.	1
6	Cc1nnc(NCc2ccncc2)c2ccccc12	85	-8
7	CC1=C(C(=O)c2ccccc2)C(c2cccc([N+](=O)[O-])c2)NC(=O)N1 (stereo not drawn)	.	3
8	CCN(CC)C(=O)C1CCC(C)(C(=O)O)C1(C)C (stereo not drawn)	84	0
9	CCSc1nnc(NC(=O)c2nc(-c3ccccc3)n(-c3ccccc3)n2)s1	63	5
10	Cc1c(N)cccc1-c1nc2ncccc2o1	66	.
11	Cc1cccc(NC(=O)COc2cc(C)c(Cl)c(C)c2)c1C	.	2
12	Cc1nc(NCCN2CCOCC2)c2nnn(Cc3ccccc3Cl)c2n1	97	3
13	O=C1C2C3C=CC(CC3)C2C(=O)N1/N=C/c1ccc(I)o1 (stereo not drawn)	.	3
14	COc1ccc(Nc2nc3ccccc3nc2C)cc1	81	2
15	O=C(N1CCN(c2ccc(F)cc2)CC1)C12CC3CC(CC(C3)C1)C2	89	7
16	O=C(Nc1nc(-c2nc3ccccc3s2)cs1)C1CC1	97	-5
17	O=S1(=O)CCC(NC(=S)N=Nc2c(O)[nH]c3ccccc23)C1 (stereo not drawn)	.	-3
18	COc1ccc(OC)c(CN2CCN(Cc3ccc(Br)cc3)CC2)c1	.	0
19	CCOC(=O)c1ccc(Nc2c(N)c(=O)oc3ccccc23)cc1	.	-10
20	CC1=CC(C)(C)N(Cc2ccc([N+](=O)[O-])cc2)c2cc(C)ccc21	.	3
21	O=c1/c(=C/c2ccc(-c3ccccc3)o2)sc2nc3ccccc3n12	.	-1
22	CCCc1nc(-c2cc3ccc(C)cc3[nH]c2=O)no1	.	0
23	Cc1cccc(N2C(=O)CC(Sc3nc(C)c4c(n3)CCCC4)C2=O)c1 (stereo not drawn)	118	0
24	O=C(NC(=S)Nc1ccc(Cl)c(Cl)c1)c1ccc(Cl)cc1	.	3
25	CCOC(=O)C(=O)Nc1nc(C23CC4CC(CC(C4)C2)C3)cs1	.	2
26	CC1(C(=O)NCc2cccnc2)CC2c3ccccc3C1c1ccccc12 (stereo not drawn)	.	7
27	Cc1ccc(NC(=O)c2ccc(-c3ccc(Cl)cc3Cl)o2)c([N+](=O)[O-])c1	.	-6
28	CCC(=O)c1ccc(N2CCN(C(=O)c3ccc(F)cc3)CC2)c(F)c1	.	-2
29	O=C(NCN1CCc2ccccc2C1)c1cnccn1	.	5
30	O=C(c1cc(-c2ccc(O)cc2)on1)N1CCCc2ccccc21	103	-2

The last six entries of the section above are carried over, then new ones follow.
item	structure	BAP1 block	HePTP inhibitor
25	CCOC(=O)C(=O)Nc1nc(C23CC4CC(CC(C4)C2)C3)cs1	.	2
26	CC1(C(=O)NCc2cccnc2)CC2c3ccccc3C1c1ccccc12 (stereo not drawn)	.	7
27	Cc1ccc(NC(=O)c2ccc(-c3ccc(Cl)cc3Cl)o2)c([N+](=O)[O-])c1	.	-6
28	CCC(=O)c1ccc(N2CCN(C(=O)c3ccc(F)cc3)CC2)c(F)c1	.	-2
29	O=C(NCN1CCc2ccccc2C1)c1cnccn1	.	5
30	O=C(c1cc(-c2ccc(O)cc2)on1)N1CCCc2ccccc21	103	-2
31	Cc1cc(NCCO)n2c(nc3ccccc32)c1C#N	186	.
32	COC(=O)c1cc(NC(=O)c2cc3ccccc3oc2=O)cc(C(=O)OC)c1	.	-22
33	O=C(CN(C1CCCCC1)S(=O)(=O)c1ccc(F)cc1)NCCCO	93	1
34	O=C(c1coc2ccc(O)cc12)C1CC1	104	0
35	Cc1cc(C)nc(SCc2nnc(SCC(=O)N3CCCc4ccccc43)o2)n1	85	-4
36	Cn1c(=O)oc2cc(S(=O)(=O)NC3CCCc4ccccc43)ccc21 (stereo not drawn)	92	1
37	CCOc1ccc(CCNC(=O)C2CCCN(c3nnc(-n4cccc4)s3)C2)cc1OCC (stereo not drawn)	96	-7
38	Cc1ccccc1-c1nc(CN2CCC(C(=O)NCC3CCCO3)CC2)c(C)o1 (stereo not drawn)	90	7
39	COc1ccc(-c2nnc(-c3cccnc3)o2)cc1OC	85	-4
40	Fc1ccc2[nH]c3c(N4CCN(C5CCCCC5)CC4)ncnc3c2c1	86	12
41	CN(Cc1ccccc1)c1nnc(N)s1	95	2
42	Cc1csc(NC(=O)CCN2C(=O)c3ccccc3S2(=O)=O)n1	70	-6
43	CCC1=NN2C(=N)/C(=C/c3ccc(OC)c(OC)c3)C(=O)N=C2S1	.	-8
44	O=C(O)c1sc2ccccc2c1Cl	.	5
45	CC(=O)Nc1sc(C)c(C)c1CN1CCN(S(=O)(=O)c2ccccc2)CC1	.	7
46	COC(=O)c1oc2ccc(Br)cc2c1NC(=O)CCN1CCOCC1	83	-4
47	COc1ccccc1C1C(C(C)=O)=C(O)C(=O)N1CCc1ccccc1 (stereo not drawn)	84	6
48	OCCNc1ccc(Cl)cc1	101	5
49	COc1ccccc1NC(=O)c1ccc(C)o1	.	3
50	CC(=O)C(=[N+]=[N-])C(=O)NCc1ccccc1	57	9
51	O=C(CCC(=O)N1CCc2ccccc21)N1CCc2ccccc21	.	8
52	O=C(Nc1ccc(Cl)cc1)c1cc2n(n1)C(C(F)(F)F)CC(c1ccco1)N2 (stereo not drawn)	.	8
53	COc1cccc(C2=NN(C(=O)CCc3ccccc3)C(O)(C(F)(F)F)C2)c1 (stereo not drawn)	.	-8
54	CC1=C(C#N)c2nc(N)c(C#N)c(C)c2/C1=C/c1ccc(-c2ccc([N+](=O)[O-])cc2C)o1	.	5
55	Cc1ccc(-n2nnc3c(=O)n(Cc4cccc(C)c4)cnc32)cc1	83	-4
56	Cc1ccc(OCC(=O)Nc2ncc(S(=O)(=O)c3ccc([N+](=O)[O-])cc3)s2)c(C(C)(C)C)c1	.	-10
57	CCN1CCN(c2nc(-c3cccnc3)nc3ccccc23)CC1	96	11
58	Cn1c(SCC(=O)NC(C)(C)C)nnc1-c1ccc(C(C)(C)C)cc1	107	7
59	CCC(=O)N1CCCc2cc(S(=O)(=O)N3CCC(N4CCCCC4)CC3)ccc21	99	8
60	Brc1ccc(OCCCN2CCOCC2)cc1	.	1
61	CCC(C)(C)NC(=O)C(c1cccn1C)N(Cc1ccccc1)C(=O)Cn1nnc2ccccc21 (stereo not drawn)	55	6
62	O=S1(=O)N=C(SCCO)c2ccccc21	117	-4&-12
63	CN(C)c1ccc(/C=N/Nc2nnc(-c3ccccc3)c(-c3ccccc3)n2)cc1	.	-8
64	COc1ccccc1CN/C(C)=C(\C#N)C(N)=O	.	-8
65	CN(C)c1cccc(C(=O)NCCc2ccccc2)c1	.	2
66	CCCCN(C(=O)NC(=O)NC(C)(C)C)S(C)(=O)=O	67	.
67	O=C(O)c1ccc(-n2c(C=Cc3cccc([N+](=O)[O-])c3)nc3ccccc3c2=O)cc1	86	.
68	O=c1[nH]c2cc(Cl)ccc2n1-c1ccccc1	105	7
69	S=C(NCCSc1ccccn1)Nc1ccccc1	.	0
70	O=C(Nc1ccc(-c2nc3ncccc3o2)cc1)c1ccc(-c2cccc([N+](=O)[O-])c2)o1	77	.
71	COC(=O)c1ccccc1NC(=O)CN(c1cccc(Cl)c1)S(C)(=O)=O	.	3
72	O=C(N/N=C/c1cccc([N+](=O)[O-])c1)c1cc[n+](CCO)cc1	.	4
73	CCOc1ccc(C=NN2CCN(c3ccccn3)CC2)cc1	.	4
74	CCOC(=O)c1sc(NC(=O)CCOc2ccccc2)c(C(=O)OCC)c1C	.	8
75	COC(=O)c1cccc(NC(=O)c2ccccc2OC)c1	.	3
76	Cc1ccc(C)c(-n2c(Cc3cc(=O)[nH]c(=O)[nH]3)nnc2SC(C)C)c1	97	-3
77	C/C(=N\O)C(C)/[N+]([O-])=C/c1nc(C)c(C)n1O (stereo not drawn)	82	-7
78	NC(=O)Nc1ccc(C23CC4CC(CC(C4)C2)C3)cc1	.	10
79	CCC(=O)N(Cc1cc2c(C)ccc(C)c2[nH]c1=O)C1CCCCC1	73	-12
80	Cc1cc(Cl)ccc1OCC(=O)Nc1ccccc1C(N)=O	.	-11
81	Cc1ccc(NC(=O)c2c(NC(=O)Cc3ccccc3)sc3c2CCC3)cc1	67	.
82	CCCC(=Nc1ccc(OC)cc1)C1=C(O)CC(C)(C)CC1=O	.	-12
83	Cc1cc(-n2c(C)cc(C=O)c2C)cc(C)c1Br	.	3
84	O=C(NNC(=O)C1CCCCC1)c1ccccc1Cl	.	-3
85	Cc1cc(C)c2[nH]c(O)c(N=NC(=O)/C(=C\c3ccc([N+](=O)[O-])cc3)NC(=O)c3ccccc3)c2c1	.	30
86	Cn1c(=O)c2c(nc(CN3CCC(C(N)=O)CC3)n2Cc2c(F)cccc2Cl)n(C)c1=O	101	6
87	COC(=O)CN1C(CCN2CCOCC2)=Nc2ccc(Br)cc2C1c1ccccc1 (stereo not drawn)	.	-12
88	CCOC(=O)c1ccc(NC(=O)C2CCCO2)cc1 (stereo not drawn)	94	7
89	CCOC(=O)N1CCN(C(=O)CSCC(=O)Nc2nc(-c3ccc(Cl)s3)cs2)CC1	78	.
90	O=C(c1ccccc1CCc1ccccc1)N1CCCc2ccccc21	.	6

A second format for some results above.
No.	BAP1 block	HePTP inhibitor	canonical_smiles
81	67	.	Cc1ccc(NC(=O)c2c(NC(=O)Cc3ccccc3)sc3c2CCC3)cc1
82	.	-12	CCCC(=Nc1ccc(OC)cc1)C1=C(O)CC(C)(C)CC1=O

(cont.)
item	structure	BAP1 block	HePTP inhibitor
91	O=C(/C=C/c1ccco1)Nc1ccc(Cl)cc1C(=O)O	.	102*
92	CC(=O)Nc1ccc(S(=O)(=O)NC(CC(=O)NCCC2=CCCCC2)C(C)C)cc1 (stereo not drawn)	91	2
93	Clc1ccc(-c2nc(N3CCCC3)c3ccccc3n2)cc1	.	8
94	Nc1cc(-c2ccco2)no1	107	5
95	O=C(CNc1cccc2ccccc12)c1ccc([N+](=O)[O-])cc1	.	-2
96	C=CCn1c(SCC(=O)OCC)nc2sc3c(c2c1=O)CCC3	.	7
97	Cc1ccc(-c2cc(C(=O)Nc3cccc(F)c3)c3ccccc3n2)o1	.	20
98	COc1ccc(-c2nc3n(n2)C(c2cccnc2)C(C(N)=O)=C(C)N3)cc1 (stereo not drawn)	96	5
99	O=C(NCCCCOc1ccccc1)C(O)(c1ccc(F)cc1)c1ccc(F)cc1	.	-2
100	CC(C)(C)c1ccccc1OCC(=O)NCc1ccco1	131	.
101	C[C@H](NC(=O)NCCc1ccccc1)C(=O)O	97	8
102	CCCCOc1cccc(C(=O)Nc2ccc([N+](=O)[O-])cc2OC)c1	.	0
103	Cc1ccc(NCc2nnc(SCC(=O)c3ccccc3)o2)c(C)c1	59	10
104	COc1ccc(CCN2C(=NC(=O)CCC(=O)O)SC3CS(=O)(=O)CC32)cc1OC (stereo not drawn)	97	3
105	COc1ccccc1/C=C1/SC(=S)N(C(C)C(=O)O)C1=O (stereo not drawn)	.	0
106	COc1ccccc1N1CCN(c2cc(=O)n(-c3ccccc3Cl)c(=O)[nH]2)CC1	90	2
107	CCCN1C(=O)c2ccccc2NC1c1ccc(O)c(OC)c1 (stereo not drawn)	.	-5
108	Cc1occc1C(=O)Nc1ccc([N+](=O)[O-])cc1Cl	.	5
109	CCOC(=O)c1c(NC(=O)c2ccc(C)o2)sc2c1CCCCCC2	.	-11
110	CCOc1ccc(OCC(=O)N2CCOCC2)cc1	143	-5
111	CCC(CC)c1nc(NCCC(=O)O)c2ccccc2n1	109	3
112	Cc1ccnc(SCCn2c(N3CC(C)CC(C)C3)nc3c2c(=O)n(C)c(=O)n3C)n1 (stereo not drawn)	87	2
113	CCCCC(c1nnnn1Cc1ccco1)N1CCN(C(=O)c2ccco2)CC1 (stereo not drawn)	107	-4
114	COc1ccc(Cc2nnc(NC(=O)c3c(-c4ccccc4)noc3C)s2)cc1	79	7
115	CCOc1ccc(Nc2ccc3noc4c3c2C(=O)c2ccccc2-4)cc1	.	-5
116	O=C(CCc1ccccc1)n1nc(-c2ccccc2)nc1NCc1ccco1	55	.
117	O=C1NN(c2ccc(F)cc2)C(=O)/C1=C\c1ccc(F)cc1	.	10
118	CC1CCCCN1CCNC(=O)C1CCN(S(=O)(=O)N2CCCCC2)CC1 (stereo not drawn)	96	-1
119	O=C(Nc1nc(-c2cccs2)c(C(=O)C(F)(F)F)s1)c1ccc(F)cc1	51	.
120	COC(=O)C1=C(C)N(C)C(C)=C(C(=O)OC)C1c1cc(Br)ccc1OC	149	6
121	CC(C)(C)C(=O)CSc1nccc(=O)[nH]1	.	15
122	CCC(=O)N1CCc2cc(S(=O)(=O)CCC(=O)O)ccc21	92	4
123	CCc1ccc(/C=C2/SC(=S)N(CC(=O)Nc3nc4ccccc4s3)C2=O)cc1	.	-8
124	CC(C)OC(=O)CCC1(C(=O)O)CCC(=O)NC1 (stereo not drawn)	76	-8
125	Cc1cccc(N2C(=O)/C(=C/c3ccccc3[N+](=O)[O-])SC2=S)c1	.	2
126	O=C(NCCN1CCOCC1)c1nn2c(C(F)(F)F)cc(-c3ccccc3)nc2c1Cl	76	-5
127	CC(=O)c1ccccc1NS(=O)(=O)c1c(C)nn(-c2ccccc2)c1C	103	4
128	O=C(NCCN1CCCCC1)c1ccc(/C=N/O)nc1	.	5
129	COc1ccc(Cl)cc1C(=O)Nc1ccc(-c2nc3ncccc3o2)cc1	58	.
130	O=C(CCS(=O)(=O)Cc1ccccc1F)NCCCN1CCCCC1	104	6
131	COc1ccc(-n2ncc3c(N4CCC(C(N)=O)CC4)ncnc32)cc1	165	4

High-throughput results (PubChem BioAssay)
